hIAP block: blocks human intestinal alkaline phosphatase; purified IAP, CDP-Star luminescence, 30 min; 330,000 tested, 0.12% active; AID 2544; inhibition, % at 10 µM; P09923;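 active = inhibition reaching a set limit with compound at 10 µM in the primary screen, cut at about 35% in these data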;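 also: plate controls were DMSO wells with enzyme for no effect and no-enzyme buffer wells for full effect; values of inactives mirror those of a sister screen read the other way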
Target sequence (P09923 whole entry, looked up): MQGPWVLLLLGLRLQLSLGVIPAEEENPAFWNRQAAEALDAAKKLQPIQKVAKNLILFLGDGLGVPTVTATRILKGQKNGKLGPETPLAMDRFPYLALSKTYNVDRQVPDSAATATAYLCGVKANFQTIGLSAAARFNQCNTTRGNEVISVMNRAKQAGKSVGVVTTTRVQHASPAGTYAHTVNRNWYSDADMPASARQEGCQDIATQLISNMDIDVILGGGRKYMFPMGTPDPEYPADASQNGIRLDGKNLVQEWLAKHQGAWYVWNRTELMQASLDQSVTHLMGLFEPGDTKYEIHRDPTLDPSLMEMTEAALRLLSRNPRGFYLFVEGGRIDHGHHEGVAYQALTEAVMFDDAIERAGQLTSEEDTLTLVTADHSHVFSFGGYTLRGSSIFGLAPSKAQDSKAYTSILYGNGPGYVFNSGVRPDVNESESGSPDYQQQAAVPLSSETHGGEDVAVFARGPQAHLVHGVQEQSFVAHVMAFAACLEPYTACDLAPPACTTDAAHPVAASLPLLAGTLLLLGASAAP
mIAP activ: mouse IAP activation. muIAP, CDP-Star luminescence, 30 min; active compounds read high; 1 = vehicle-only enzyme signal, 0 = enzyme-free wells. activation factor at 10 µM. 330,000 tested, 0.24% active. AID 2805;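 active = activation factor of at least 2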; also: the source names both 10 and 20 µM as test concentration; values of inactives mirror those of a sister screen read the other way
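also added = chemiluminescent substrate CDP-Star | test system = mouse IAP enzyme | signal = chemiluminescence readout | compound = DMSO-dissolved test compounds | incubation = 30 min at room temperature | benchmarks = DMSO wells, no-enzyme wells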
NALP3 yeast inh: inhibitors of NALP3 inflammasome in yeast; inhibition, % at 10 µM; 330,000 tested, 0.39% active; Yeast reconstituted NLRP3/ASC/caspase-1, beta-gal luminescence, 24 h;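 active = inhibition of 50% or more; inactive = inhibition below 50%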;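 also: plate controls were induced DMSO wells for no effect and uninduced yeast grown without galactose for full effect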
hIAP act: human IAP activation; P09923; purified human IAP, CDP-Star luminescence, 30 min; active compounds read high; 1 = vehicle-only enzyme, 0 = enzyme-free background; activation factor at 10 µM; 330,000 tested, 0.16% active; AID 2524;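 active = activation factor of the enzyme at least 2-fold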; also: the source names both 10 and 20 µM as test concentration; values of inactives mirror those of a sister screen read the other way
tim10-1 inh: tim10-1 yeast growth inhibition; S. cerevisiae tim10-1 ts strain growth, BacTiter-Glo, 24 h; inhibition, % at 20 µM; 330,000 tested, 2.2% active;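 active = inhibition of at least 40%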;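 also: mutant grown at 25 °C; 0% = DMSO wells with yeast and 100% = wells holding no yeast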
Apaf-1 inh: inhibitors of human Apaf-1 apoptosome; O14727; reconstituted apoptosome caspase-3 activity, DEVD-Rh110 fluorescence; inhibition, % at 20 µM; 330,000 tested, 0.71% active; active = inhibition of at least 40% at 20 µM;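 also: plate controls were DMSO wells for no effect and DEVD-CHO caspase inhibitor wells for full effect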
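Material: biochemical Apaf-1 apoptosome reconstitution. Medium: Hepes buffer, pH 7.5. Also added: cytochrome c activation, bis-DEVD rhodamine 110 substrate. Timing: 30 min compound preincubation, 50 min activation, room temperature. Measured by: rhodamine 110 fluorescence at Ex 480/Em 540 nm.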
ATG4B inhibitor: inhibitors of human ATG4B cysteine protease | Q9Y4P1 | ATG4B cleavage of LC3-PLA2, NBD-HPC fluorescence, 1 h | inhibition, % at 8.33 µM | 340,000 tested, 0.51% active | AID 504462; in the data active = inhibition above about 40%
Target sequence (Q9Y4P1 whole entry, looked up): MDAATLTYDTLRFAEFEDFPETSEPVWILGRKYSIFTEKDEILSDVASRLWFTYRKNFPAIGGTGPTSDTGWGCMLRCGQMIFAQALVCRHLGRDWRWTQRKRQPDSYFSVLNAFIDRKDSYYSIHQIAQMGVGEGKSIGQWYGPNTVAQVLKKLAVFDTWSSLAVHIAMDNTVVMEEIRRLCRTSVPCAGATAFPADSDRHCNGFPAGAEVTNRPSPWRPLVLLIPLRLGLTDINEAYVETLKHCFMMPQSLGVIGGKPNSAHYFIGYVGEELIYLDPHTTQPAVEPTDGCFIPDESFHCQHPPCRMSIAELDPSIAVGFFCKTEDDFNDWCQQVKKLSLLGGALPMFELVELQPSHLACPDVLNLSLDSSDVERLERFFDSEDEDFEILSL
mIAP block: mouse IAP inhibition. purified mouse IAP, CDP-Star luminescence, 30 min. inhibition, % at 10 µM. 330,000 tested, 0.2% active;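 active = inhibition of at least 40% at 10 µM in the primary screen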;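 also: plate controls were DMSO with enzyme for no effect and no enzyme wells for full effect; values of inactives mirror those of a sister screen read the other way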
TIM10 inh: growth inhibitors of TIM10 yeast strain; S. cerevisiae TIM10 strain growth, BacTiter-Glo luminescence, 24 h; 330,000 tested, 1.4% active; AID 463195; inhibition, % at 10 µM;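 active = inhibition of 40% or more at the single tested concentration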;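 also: wild-type TIM10 isogenic control strain grown at permissive 25 °C; 0% = DMSO yeast wells and 100% = minimal medium wells without yeast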
Numbers without * were called inactive; / = no result given. Not all compounds are listed (hit frequency here may not be typical).

SMILES	hIAP block	mIAP activ	NALP3 yeast inh	hIAP act	tim10-1 inh	Apaf-1 inh	ATG4B inhibitor	mIAP block	TIM10 inh
CCOc1cc(C=C2C(=O)NC(=O)NC2=O)ccc1OS(=O)(=O)c1ccccc1	1.8	0.962	3.0	0.982	14.8	6.3	1.5	3.8	11.0
O=P(Oc1ccccc1)(Oc1ccccc1)c1ccccc1	-18.1	0.911	-31.6	1.18	1.0	-10.1	0.9	8.9	-19.5
O=C(CCC(=O)N1CCOc2ccc(Cl)cc21)N1CCC2(CC1)OCCO2	8.0	1.04	-5.9	0.92	-0.3	0.1	-4.0	-3.9	7.7
O=C1/C(=C\c2ccc([N+](=O)[O-])cc2)N2CCC1CC2	-3.4	0.952	16.2	1.03	25.4	0.0	-0.7	4.8	29.6
O=C(CSC1c2ccccc2-c2ccccc21)N/N=C/c1ccccc1C(=O)O	21.5	0.968	12.5	0.785	2.1	-4.1	3.6	3.2	3.6
CCN(CC)C(=O)c1ccc(NC(=O)CN2CCc3cc(OC)c(OC)cc3C2)cc1	-2.7	0.99	18.2	1.03	13.5	3.9	3.4	1.0	-10.8
O=C(O)C1C2CCC(O2)C1C(=O)Nc1ccc(Cl)cc1 (stereo not drawn)	-16.5	1	8.9	1.17	-4.3	-14.3	4.8	-0.3	5.3
Cc1ccc(N2C(=O)CC(=O)NC2=O)cc1	-6.6	0.934	-7.4	1.07	10.0	-15.9	5.5	6.6	6.9
O=c1[nH]c(=S)[nH]c(O)c1N=Nc1ccc2c(c1)OCCO2	26.9	0.889	18.7	0.731	12.1	-6.3	16.6	11.1	-5.6
Cc1cc(=O)oc2cc(OCC(=O)N3CCC(C(=O)O)(c4ccccc4)CC3)ccc12	5.8	0.911	6.5	0.942	7.4	-2.9	-5.1	8.9	-1.1
N#CC(C#N)=Cc1cccnc1	-5.6	1.02	12.9	1.06	20.8	-9.9	10.3	-2.3	6.8
CCCNC(=O)N1[C@H]2CC[C@@H]1C(C(=O)OC)=C(c1cc3ccccc3s1)C2	17.0	0.897	11.1	0.83	23.2	4.3	-3.0	10.3	23.0
CCc1ccc(N2C(=O)NC(=O)/C(=C\c3cccn3CCOc3ccc(C(C)C)cc3)C2=O)cc1	12.1	0.947	10.6	0.879	0.2	34.2	-7.0	5.3	-6.1
Cc1ccc(OCC(=O)N2CCCC(N3CCN(c4ccc(F)cc4)CC3)C2)cc1 (stereo not drawn)	-4.4	0.998	17.5	1.04	18.1	2.3	-5.5	0.2	3.9
CC(C)CCP(=O)(O)c1ccccc1	8.6	0.888	1.4	0.914	6.4	-25.7	-7.9	11.2	0.0
CC1CCC[C@H](O)CCCCCc2cc(O)cc(O)c2C(=O)O1 (stereo partly drawn)	-11.1	1.12	13.8	1.11	20.1	15.3	1.5	-12.1	-3.2
Cc1cc(C)c(C(=O)CN2CCOCC2)c(C)c1	-2.2	1.04	3.4	1.02	5.4	3.7	-4.4	-4.4	-4.5
O=P(Nc1ccccc1)(Nc1ccccc1)Oc1ccccc1	-15.1	0.915	2.6	1.15	13.7	-17.2	-8.0	8.5	9.9
Cc1ccc2nc(N3CCN(C)CC3)[nH]c2c1	2.6	0.977	3.6	0.974	-4.9	1.9	3.3	2.3	-4.4
O=c1[nH]c(=O)n(Cc2ccccc2)c(O)c1C=NCCN1CCOCC1	-26.2	1.03	29.8	1.26	-8.7	-10.8	-10.6	-3.5	-5.4
CCN1CCN(Cc2cc(Br)cc(Br)c2O)CC1	4.6	0.994	8.2	0.954	4.6	5.5	-9.7	0.6	-2.2
Cc1cccn2c(NCC3CCCO3)c(C(C)C)nc12 (stereo not drawn)	10.5	0.994	13.9	0.895	9.7	4.8	7.0	0.6	0.1
OC(c1ccccc1)(c1ccccc1)C1CCCN1 (stereo not drawn)	3.2	1.01	4.7	0.968	14.2	-5.9	-8.7	-1.3	19.7
CCCCOC(=O)c1ccccc1C(=O)OCc1ccccc1	7.0	0.894	10.4	0.93	-8.8	9.0	7.5	10.6	-9.2
CN1C(=O)N(C)C(=O)C2(Cc3ccccc3N3CCOCC32)C1=O (stereo not drawn)	-17.9	0.923	-6.2	1.18	8.7	8.9	-9.2	7.7	-0.5
Cc1ccc(-c2nn(Cc3ccccc3)cc2C(=O)O)cc1	4.8	0.963	-3.6	0.952	-8.7	-17.4	-3.1	3.7	-16.6
CCOC(=O)c1c(C)n(Cc2ccco2)c2c1cc(O)c1ccccc12	-17.5	0.946	8.0	1.18	5.1	18.9	-13.7	5.4	-1.9
CN1C(=O)C(=Cc2ccc(N3CCOCC3)c([N+](=O)[O-])c2)C(=O)N(C)C1=O	-1.2	0.983	1.8	1.01	-6.2	2.8	/	1.7	-4.4
CCCCOc1ccc(C(C)=O)cc1Cc1c(O)[nH]c(=S)[nH]c1=O	-4.4	0.773	15.0	1.04	-9.5	-6.3	1.6	22.7	-6.1
COC(=O)C1=C(c2cccc(C#N)c2)C[C@@H]2CC[C@H]1N2C(=O)NCc1ccco1	-9.0	0.961	11.9	1.09	1.6	-2.1	0.0	3.9	-4.8
O=C(O)C(O)(c1ccccc1)C1CCCCC1 (stereo not drawn)	12.0	1	16.4	0.88	-5.5	4.2	-3.9	-0.4	-3.0
O=C(COc1ccc(Cl)cc1)N1CCN(Cc2ccccc2)CC1	12.3	1.09	38.6	0.877	-9.8	1.7	-12.9	-9.4	13.2
CCCCn1c(N)c(C(=O)OCCOC)c2nc3ccccc3nc21	5.2	1.11	5.7	0.948	7.0	24.3	-2.6	-11.0	19.1
COC(=O)C1=C(c2ccccc2OCc2ccccc2)C[C@@H]2CC[C@H]1N2C(=O)NCCN1CCOCC1	6.9	1.08	19.6	0.931	5.6	-4.4	5.1	-7.7	4.8
Cc1cc(/C=C2/C(=O)NC(=O)N(Cc3ccco3)C2=O)c(C)n1-c1ccccc1	4.0	0.734	6.5	0.96	9.9	-52.9	-0.6	26.6	-4.8
COC(=O)C1C=C2c3cccc4[nH]cc(c34)CC2N(C)C1 (stereo not drawn)	3.7	0.884	9.1	0.963	9.5	55.8*	/	11.6	1.0
COC(=O)C(C)Oc1cc(C)cc2oc(=O)c3c(c12)CCC3 (stereo not drawn)	0.6	1.04	20.1	0.994	0.6	-5.3	-13.5	-4.2	-8.6
N#CC1(c2ccccc2)CCN(C2CC(=O)N(c3ccc(F)cc3)C2=O)CC1 (stereo not drawn)	-25.3	1	-3.8	1.25	17.8	-11.9	-3.8	-0.1	6.3
Cn1cc(Br)c(C(=O)Nc2ccc3c(C(F)(F)F)cc(=O)oc3c2)n1	8.6	0.975	10.7	0.914	22.7	15.1	5.1	2.5	23.0
CCOc1cccc(=NC2CCCCC2)c2c(C)n(C)c(C)c12	7.2	1.01	12.0	0.928	0.4	-16.3	11.6	-1.3	11.3
COc1ccc(/C=C2/C(=O)NC(=O)N(c3ccc(C)c(C)c3)C2=O)cc1CN1C(=O)c2ccccc2C1=O	16.6	1.05	18.4	0.834	0.4	5.9	12.6	-5.5	16.1
CNCC(O)c1cc(F)c(OCc2ccccc2)c(OCc2ccccc2)c1F (stereo not drawn)	-0.4	0.948	8.1	1	6.6	45.9*	-1.0	5.2	15.9
Cn1cc(C(=O)OCC(=O)Nc2ccccc2)c2ccccc21	16.7	1.07	34.7	0.833	16.3	2.7	-18.8	-7.5	11.3
O=c1[nH]c(=O)n(Cc2ccc(F)cc2)c(O)c1C=NCCN1CCCCC1	5.2	0.912	11.1	0.948	-3.9	2.8	-7.9	8.8	-0.9
CN1CCN(c2nc3ccccc3o2)CC1	-9.1	1.02	10.6	1.09	-0.7	-23.9	-9.6	-2.3	-10.9
COc1cc2c(c(OC)c1OC)-c1ccc(O)c(=O)cc1[C@@H](NC(C)=O)CC2	2.2	1.01	15.6	0.978	-13.0	4.2	2.5	-1.3	-67.0
CCn1cc(C=C2C(=O)N(C)C(=O)N(C)C2=O)c2ccccc21	-2.8	0.885	10.0	1.03	27.5	11.7	1.2	11.5	12.1
Cn1c(N)c(C(=O)COC(=O)Cc2ccccc2)c(=O)n(C)c1=O	-4.8	1.15	-9.0	1.05	-9.8	7.7	-5.1	-14.5	-0.7
O=c1c2ccccc2nc(Cc2cccc([N+](=O)[O-])c2)n1-c1ccc(O)cc1	8.4	0.95	-2.8	0.916	18.0	-1.6	-6.7	5.0	9.9
CCCN(CCC)C1CCc2ccc(O)cc2C1 (stereo not drawn)	-2.5	0.932	16.2	1.02	17.2	4.9	0.5	6.8	11.9
C=CCn1c(O)c(C(CC)=NCCC2=CCCCC2)c(=O)[nH]c1=O	6.9	0.902	-14.8	0.931	25.1	16.1	6.9	9.8	17.8
Cc1cccc(NC(=O)N2CC3CC(C2)c2cccc(=O)n2C3)c1 (stereo not drawn)	0.0	1.01	-7.3	1	-27.4	-2.7	-4.8	-1.1	-10.0
Cc1cccc(N2C(=O)CC(=O)NC2=O)c1	-23.1	0.976	-2.5	1.23	3.2	2.8	-9.4	2.4	8.0
CC(C)(C)[C@]1(O)C[C@@H]2OC(=O)C[C@@]23C(=O)O[C@@H]2OC(=O)[C@H](O)[C@]213	-6.3	0.912	6.7	1.06	-17.9	1.3	5.4	8.8	4.8
Cc1ccccc1-n1c(O)c(/C=N/NC(=O)c2ccncc2)c(=O)[nH]c1=O	-11.4	0.936	13.1	1.11	5.8	-17.6	7.5	6.4	5.1

Gathered by group, the entries above with a carbonyl joined to an NH by a bond outside any ring.
SMILES	hIAP block	mIAP activ	NALP3 yeast inh	hIAP act	tim10-1 inh	Apaf-1 inh	ATG4B inhibitor	mIAP block	TIM10 inh
O=C(CSC1c2ccccc2-c2ccccc21)N/N=C/c1ccccc1C(=O)O	21.5	0.968	12.5	0.785	2.1	-4.1	3.6	3.2	3.6
CCN(CC)C(=O)c1ccc(NC(=O)CN2CCc3cc(OC)c(OC)cc3C2)cc1	-2.7	0.99	18.2	1.03	13.5	3.9	3.4	1.0	-10.8
O=C(O)C1C2CCC(O2)C1C(=O)Nc1ccc(Cl)cc1 (stereo not drawn)	-16.5	1	8.9	1.17	-4.3	-14.3	4.8	-0.3	5.3
CCCNC(=O)N1[C@H]2CC[C@@H]1C(C(=O)OC)=C(c1cc3ccccc3s1)C2	17.0	0.897	11.1	0.83	23.2	4.3	-3.0	10.3	23.0
COC(=O)C1=C(c2cccc(C#N)c2)C[C@@H]2CC[C@H]1N2C(=O)NCc1ccco1	-9.0	0.961	11.9	1.09	1.6	-2.1	0.0	3.9	-4.8
COC(=O)C1=C(c2ccccc2OCc2ccccc2)C[C@@H]2CC[C@H]1N2C(=O)NCCN1CCOCC1	6.9	1.08	19.6	0.931	5.6	-4.4	5.1	-7.7	4.8
Cn1cc(Br)c(C(=O)Nc2ccc3c(C(F)(F)F)cc(=O)oc3c2)n1	8.6	0.975	10.7	0.914	22.7	15.1	5.1	2.5	23.0
Cn1cc(C(=O)OCC(=O)Nc2ccccc2)c2ccccc21	16.7	1.07	34.7	0.833	16.3	2.7	-18.8	-7.5	11.3
COc1cc2c(c(OC)c1OC)-c1ccc(O)c(=O)cc1[C@@H](NC(C)=O)CC2	2.2	1.01	15.6	0.978	-13.0	4.2	2.5	-1.3	-67.0
Cc1cccc(NC(=O)N2CC3CC(C2)c2cccc(=O)n2C3)c1 (stereo not drawn)	0.0	1.01	-7.3	1	-27.4	-2.7	-4.8	-1.1	-10.0
Cc1ccccc1-n1c(O)c(/C=N/NC(=O)c2ccncc2)c(=O)[nH]c1=O	-11.4	0.936	13.1	1.11	5.8	-17.6	7.5	6.4	5.1

Bioassay records from PubChem.
